Screens deposited in PubChem by The Scripps Research Institute Molecular Screening Center.
CHO parental Ca: signal in parental CHO cells, OX1R antagonist counter-screen; parental CHO-K1, ATP-induced calcium, Fluo-8 fluorescence; inhibition, % at 5.6 µM; 0.63% of 330,000 active; AID 463079;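 active = inhibition above that plate's mean sample inhibition plus 3 SD, cut at about 26% in these data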;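 also: 0% = ATP-challenged DMSO wells and 100% = DMSO wells without ATP; some compounds past the cut are filed as inactive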
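Measured by: calcium-sensitive Fluo-8 fluorescence / Test system: CHO parental line / Controls: ATP-challenged DMSO wells low, unchallenged DMSO wells high / Measure: % inhibition / Compound: single nominal dose of 5.6 µM per compound / Replicates: single well per compound, no replicates / Reagent: ATP as calcium-mobilizing challenge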
TAAR1 agonist: agonists of human TAAR1; activation, % at 3 µM; Q96RJ0; 0.99% of 360,000 active; CHO RD-HGA16 TAAR1, Fluo-8 calcium fluorescence; vehicle wells 0%, saturating PEA agonist 100%;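 active = activation above the mean activation of all test compounds in the run plus 3 SD, cut at about 38% in these data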
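Assay system: CHO-derived RD-HGA16 cells with stable Gα16 and human TAAR1; timing: 17-24 h seeding, 75 min 37 °C dye, 30 min RT; read-out: % activation from peak over basal fluorescence ratio, DMSO-to-PEA scaled; measured by: kinetic Fluo-8 calcium fluorescence; benchmarks: low control DMSO, high control PEA (EC100); doses: 3 µM single concentration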
CHRM1 agonist: activates human CHRM1 receptor. CHO-K1 hM1, Fluo-8 calcium fluorescence, agonist mode; 0% DMSO, 100% acetylcholine EC100. activation, % at 3 µM. 0.33% of 360,000 active;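 active = activation above the run's mean compound activation plus 3 SD, cut at about 16% in these data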;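 also: peak over basal fluorescence ratio within a 140 s kinetic read after compound addition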
Target sequence (P11229 whole entry, looked up): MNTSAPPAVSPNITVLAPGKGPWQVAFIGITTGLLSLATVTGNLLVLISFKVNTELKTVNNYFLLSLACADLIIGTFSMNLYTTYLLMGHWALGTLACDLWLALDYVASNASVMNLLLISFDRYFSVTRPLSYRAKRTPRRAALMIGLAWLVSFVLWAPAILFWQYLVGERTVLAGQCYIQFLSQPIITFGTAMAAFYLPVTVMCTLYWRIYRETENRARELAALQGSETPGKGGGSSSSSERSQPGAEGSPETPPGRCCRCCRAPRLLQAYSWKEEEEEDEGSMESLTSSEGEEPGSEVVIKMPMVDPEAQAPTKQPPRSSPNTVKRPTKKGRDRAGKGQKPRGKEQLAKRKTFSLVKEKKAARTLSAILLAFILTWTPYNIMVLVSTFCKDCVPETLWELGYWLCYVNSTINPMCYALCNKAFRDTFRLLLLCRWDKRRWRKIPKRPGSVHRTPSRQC
V1R ag counter: activates human V1a receptor in oxytocin agonist counter-screen; CHO-V1R cells, Fluo-8 calcium fluorescence, agonist mode; 0% DMSO, 100% 3 nM vasopressin; activation, % at 3 µM; 0.25% of 320,000 active; P37288;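 active = activation above the mean activation of all tested compounds plus 3 SD, per screening run, cut at about 20% in these data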;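 also: signal is peak over basal fluorescence ratio across a 100 second FLIPR read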
Target sequence (P37288 whole entry, looked up): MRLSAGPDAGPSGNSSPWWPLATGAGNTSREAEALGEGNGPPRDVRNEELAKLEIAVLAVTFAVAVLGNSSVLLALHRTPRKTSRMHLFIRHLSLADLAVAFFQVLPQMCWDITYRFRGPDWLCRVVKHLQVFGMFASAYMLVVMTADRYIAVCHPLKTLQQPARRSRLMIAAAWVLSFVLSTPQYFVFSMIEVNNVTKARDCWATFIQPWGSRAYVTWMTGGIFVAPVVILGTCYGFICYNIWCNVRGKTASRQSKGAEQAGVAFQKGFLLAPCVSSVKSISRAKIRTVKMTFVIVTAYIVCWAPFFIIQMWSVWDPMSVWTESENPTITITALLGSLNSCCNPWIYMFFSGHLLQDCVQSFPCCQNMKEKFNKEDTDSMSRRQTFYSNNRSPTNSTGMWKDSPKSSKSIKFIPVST
M1 PAM: human CHRM1 positive allosteric modulation | P11229 | CHO-K1 hM1, Fluo-8 calcium fluorescence, ACh EC20; 0% = ACh EC20, 100% = maximal ACh | 0.088% of 360,000 active | activation, % at 3 µM; in the data active = activation above about 19%, passing the limit was not always enough
TAAR1 antag: antagonists of human TAAR1; CHO RD-HGA16 TAAR1, Fluo-8 calcium fluorescence, antagonist; 1.5% of 360,000 active; inhibition, % at 3 µM;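 active = inhibition above a per-plate cutoff, the mean inhibition of test compounds on that plate plus 3 SD, cut at about 49% in these data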;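 also: 0% = DMSO plus EC80 beta-PEA response and 100% = DMSO alone without agonist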
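Material: CHO RD-HGA16 cells bearing hTAAR1; compound dosing: one-point dosing, 3 µM nominal final; schedule: dye loading 75 min at 37 °C, then 30 min room temperature; measured by: calcium fluorescence with Fluo-8; control set: vehicle and agonist controls; replication: n of 1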
OXTR potentiator: potentiators of human oxytocin receptor; CHO-OTR cells, Fluo-8 calcium fluorescence, potentiator mode; 0% = oxytocin EC15, 100% = EC100; activation, % at 3 µM; 0.061% of 320,000 active; AID 2445;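 active = activation above that plate's cutoff, the mean activation of tested compounds plus 3 SD, cut at about 6.6% in these data, passing the limit was not always enough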;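 also: 100% uses oxytocin at 75 nM as the full agonist control; some results filed as inactive read as strong as hits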
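Material: human OTR in CHO cells. Compound: 3.0 µM, one dose. Timing: compound 6 min at room temperature before oxytocin, 100 s read. Evaluation: % activation of max/min ratio relative to oxytocin controls. Replication: single well per compound, singlicate. Signal: Fluo-8 calcium dye fluorescence.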
CHRM1 antagonist: antagonists of human M1 muscarinic receptor; P11229; CHO-K1 hM1, Fluo-8 calcium fluorescence, ACh EC80 antagonist; inhibition, % at 3 µM; 1.3% of 360,000 active;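 active = percent inhibition above its own plate's cutoff, namely the mean of that plate's compound wells plus 3 SD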;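 also: peak over basal fluorescence ratio during 140 s after agonist addition; 0% = ACh EC80 plus DMSO and 100% = DMSO alone without agonist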
OXTR agonist: human OXTR agonism; CHO-OTR cells, Fluo-8 calcium fluorescence; normalized: DMSO 0%, oxytocin 100%; activation, % at 3 µM; 0.32% of 320,000 active; AID 2435;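 active = activation above the mean of all tested compounds plus 3 SD, cutoff set per screening run, cut at about 20% in these data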;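 also: peak over basal fluorescence ratio from a 100 s FLIPR kinetic read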
* marks the source's active call; other numbers are inactive results; . = not tested or not shown.

SMILES	CHO parental Ca	TAAR1 agonist	CHRM1 agonist	V1R ag counter	M1 PAM	TAAR1 antag	OXTR potentiator	CHRM1 antagonist	OXTR agonist
COc1ccc(CN=Cc2c(C(F)(F)F)[nH][nH]c2=O)cc1	6	8	-1	0.5	2	0	-2	-10	0.5
O=C(COC(=O)COc1ccc(Br)cc1)NC1CCCC1	-6	3	0	3.5	4	8	-7	-10	2.2
COc1cc(-n2c(=O)c3ccccc3n(Cc3cccc(C)c3)c2=O)cc(OC)c1OC	-15	2	-2	0.6	7	-28	-13	-11	0.8
Cc1cccc(N2C(=O)CC(SC(N)=Nc3ccccc3)C2=O)c1 (stereo not drawn)	5	2	-2	2.6	3	24	-17	-1	0.3
N/C(=N\OC(=O)c1cccc(Br)c1)c1ccccc1	-9	4	-3	0.2	-4	-12	-4	3	-0.5
CCc1nc2ccc(C(=O)NCCCN3CCCC3=O)cn2c1N(C)Cc1ccc(OC)cc1	.	2	-7	.	-3	-21	.	0	.
CC1CCc2sc(C(=O)N=Nc3c(O)[nH]c4ccccc34)cc2C1 (stereo not drawn)	-12	.	.	-0.1	.	.	-7	.	-1.1
CC(OC(=O)C1CC1)C(=O)Nc1ccc([N+](=O)[O-])cc1Cl (stereo not drawn)	-1	-1	-6	-0.9	1	-2	-3	1	-2.4
COc1ccc(N2C(=O)CC(N3CCN(c4ccc(S(=O)(=O)N5CCCC5)cc4)CC3)C2=O)cc1 (stereo not drawn)	-12	2	-3	-0.7	5	1	-9	-5	1.1
CCOC(=O)C1=C(C)NC2=C(C(=O)CCC2)C1c1cccs1 (stereo not drawn)	-9	7	-3	0.2	-4	6	-1	6	-0.8
O=C(NCc1ccc(Cl)cc1)c1cc(=O)[nH]c2ccccc12	-10	1	-4	1.4	8	-18	-3	-3	0.8
CC(C)Cn1cc(C(=O)N2CCC(C)CC2)c2c3ccccc3n(C)c2c1=O	-18	3	0	-0.6	-3	-12	-5	5	-2.6
COC(=O)Cn1c(=O)c(C(=O)CCl)c(N)n(Cc2ccccc2)c1=O	-2	1	-2	1.8	5	-13	3	1	1.3
CC1CN(CCOc2ccc(Cl)cc2Cl)CC(C)O1 (stereo not drawn)	-7	9	-3	1.0	10	-6	-1	-9	-0.5
Cc1cc(C(=O)N2CCC(C)CC2)on1	-2	3	-2	0.3	3	-6	0	-8	-0.1
CCOC(=O)c1cc(CC)sc1NC(=O)CCC(=O)O	0	0	-1	1.0	11	1	0	3	0.6
COC(=O)CCN(c1ccccc1)S(=O)(=O)c1ccc(OC)cc1	-3	2	-2	-0.6	4	4	-16	-26	-1.1
CCOC(=O)C1(C)CCN1C(=O)c1oc2ccccc2c1C (stereo not drawn)	.	-1	-1	.	12	0	.	-25	.
COc1ccccc1C(=O)NC(=S)NNC(=O)c1sc2ccccc2c1Cl	-3	117*	0	25*	-8	74*	-10	3	46*
COc1ccccc1C(=O)n1nc(-c2ccccc2)nc1N	-7	9	-5	0.5	0	-8	-1	0	-1.9
CCOC(=O)C1=C(CS(=O)(=O)c2ccc(Cl)cc2)NC(=O)NC1c1ccc(O)c(OC)c1 (stereo not drawn)	-8	3	-1	0.9	12	-6	4	-11	-0.1
Cc1nc([N+](=O)[O-])c(Br)n1CC(=O)c1ccc(Br)cc1	-9	11	1	7.0	9	4	-10	-8	2.5
Cc1ccccc1CSCC(=O)c1c(N)n(CC(C)C)c(=O)n(C)c1=O	-9	29	-1	5.2	-7	41	-9	6	5.4
O=C(c1cccc2ccccc12)N1CCN(Cc2ccccc2F)CC1	.	4	-5	.	6	12	.	-14	.
CC(C)CC(=O)NC(=S)Nc1ccc(N2CCOCC2)cc1	0	2	-1	8.1	-5	14	-11	6	3.9
CCOc1ccc(NC(=O)CSCC(=O)O)cc1	-5	5	-2	0.6	0	-9	2	8	0.8
O=C(Cc1c(F)cccc1Cl)N1CCN(S(=O)(=O)c2cccs2)CC1	-7	9	0	0.9	10	-1	-5	-12	-0.7
COc1ccc(OC)c(S(=O)(=O)Nc2ccccc2C(F)(F)F)c1	-2	8	-5	-0.7	10	-2	-4	-6	-1.6
CCCSc1ccc([C@H]2N[C@@](C)(C(=O)OC)[C@H]3C(=O)N(C)C(=O)[C@@H]23)cc1OC	-15	14	-3	-0.7	4	0	-6	-5	-0.6
N#Cc1c(-c2ccc3c(c2)OCO3)csc1N	3	9	2	4.8	5	-3	-21	-4	5.4
Cc1ccc(O)c(NC(=O)C2=CC(c3ccco3)=NS(=O)(=O)N2C)c1	-12	8	1	3.7	-1	5	-14	-4	1.7
O=C1NC(=S)S/C1=C\c1coc2ccc(O)cc2c1=O	-11	4	-2	0.6	3	-15	1	-17	1.1
CC(Oc1ccc2c3c(c(=O)oc2c1)CCCC3)C(=O)NCc1cccnc1 (stereo not drawn)	-29	0	-4	1.8	16	-5	0	-15	0.9
CCc1cccc(CC)c1NC(=O)COC(=O)c1cccc(S(=O)(=O)N2CCc3ccccc3C2)c1	-3	3	-8	-0.2	13	-1	-7	-7	-1.7
COc1ccc(-c2csc(NC(=O)CSc3nnc(Nc4ccccc4C)s3)n2)cc1	-2	3	-5	0.6	-11	8	1	10	-0.3
CC(C)(C)OC(=O)NC(CCCCNC=O)C(=O)O (stereo not drawn)	-3	3	-4	0.9	7	-12	-3	-6	1.6
C=CCn1c(O)c2ccc(C(=O)N=NC(=O)c3ccc(F)cc3)cc2c1O	-9	1	-1	0.8	-3	-3	-2	10	0.7
O=C(CCC1CCCN(C(=O)c2ccc3cc[nH]c3c2)C1)N1CCN(c2ccccn2)CC1 (stereo not drawn)	-19	4	-6	-0.3	7	12	-8	-10	-1.9
CCOc1ccc(S(=O)(=O)N2CCN(C(=O)c3cccnc3)CC2)cc1	-13	-1	-6	1.7	1	5	-4	3	0.0
Cc1ccc2c(c1)cc(CN(C(=O)N1CCOCC1)C1CCCC1)c1nnnn12	-7	6	-8	0.2	6	-10	-6	1	0.3
Cc1nc(SCC(=O)N2CCOCC2)c2c(C)c(C)sc2n1	-6	2	5	3.1	6	20	-4	7	2.4
COc1ccc(NC(=O)CSc2nc(=O)n(CCN3CCOCC3)c3c2CCC3)c(OC)c1	-14	0	-4	1.5	-1	-25	-4	-10	-0.4
COC(=O)c1ccc2c(=O)n(CCN3CCOCC3)c(=S)[nH]c2c1	-5	2	-5	0.1	4	-6	-8	-15	1.1
CCOc1ccccc1C(=O)N/N=C/c1c[nH]c2ccccc12	-7	9	2	1.3	6	20	-9	0	0.2
O=C(NCc1cccnc1)C(=O)NCC(c1ccco1)N1CCN(c2ccccc2F)CC1 (stereo not drawn)	-18	9	-5	3.6	3	-7	-6	1	0.7
O=C(Oc1cccc2cccnc12)c1ccc2c(c1)OCCO2	-1	3	-3	1.2	7	5	-1	-9	-1.0
Cc1onc(-c2c(F)cccc2Cl)c1C(=O)N1CCc2ccccc21	-11	.	-3	-1.2	-19	.	-1	18	-1.1
Cc1ccc(S(=O)(=O)N(C)CC(=O)OCC(=O)NC(=O)NC(C)C)cc1	2	-3	-5	-1.1	8	-8	-2	-15	-0.3
COC(=O)c1cc(=O)[nH]c(SCc2cccc(C)c2)n1	-9	1	0	-0.4	5	-3	6	-5	-0.1
OCC[C@@H]1C[C@H](O)[C@@H](O)[C@]2(CCCO2)O1	-5	2	-4	1.1	0	-16	-1	9	0.9
CCOc1ccc(S(=O)(=O)Nc2ccc(F)cc2)c(C)c1C	9	13	-4	-1.8	-5	9	-10	6	-2.0
Cc1ccc(Cl)c(NC(=O)CN2C(=O)C(C)N(c3ccc(F)cc3)C2=O)c1Cl (stereo not drawn)	.	3	6	.	2	21	.	-7	.
O=c1ccc2ccc(O[C@@H]3O[C@H](CO[C@@H]4OC[C@](O)(CO)[C@H]4O)[C@@H](O)[C@H](O)[C@H]3O)cc2o1	-5	7	-2	0.4	1	-9	-4	-3	0.8
CCOC(=O)N(C)C[C@@H]1OCc2cnnn2CCCC(=O)N([C@H](C)CO)C[C@@H]1C	.	2	-1	.	13	-23	.	-14	.
CCC1CCCCN1CCNC(=O)c1[nH]c(C)c(C(C)=O)c1C (stereo not drawn)	-13	7	-5	0.8	-2	-23	-4	-12	1.3
Cc1cccc(NC(=O)c2cc(S(=O)(=O)N(C)c3ccc(F)cc3)ccc2Cl)n1	-10	1	-3	-0.3	-3	35	-17	-1	-1.2
COc1cc(NS(=O)(=O)c2ccc(NC(=O)CCC(=O)O)cc2)nc(OC)n1	-2	-1	-6	-0.6	3	-4	-1	-2	0.0
O=[N+]([O-])c1ccc(S(=O)(=O)c2cccc(C(F)(F)F)c2)nc1	41*	.	-3	1.3	-6	.	-12	24	3.6
CC(=O)N(/N=C1\Sc2ccccc2C1=O)c1ccccc1	.	9	-4	.	8	-2	.	-41	.
O=C(CNc1cccc2ccccc12)N/N=C/c1ccc(OC(=O)/C=C/c2ccco2)cc1	.	14	-4	.	-2	-18	.	8	.

Part of the list above in order of molar mass, smallest number first.
SMILES	CHO parental Ca	TAAR1 agonist	CHRM1 agonist	V1R ag counter	M1 PAM	TAAR1 antag	OXTR potentiator	CHRM1 antagonist	OXTR agonist
COC(=O)c1cc(=O)[nH]c(SCc2cccc(C)c2)n1	-9	1	0	-0.4	5	-3	6	-5	-0.1
CCOc1ccc(S(=O)(=O)Nc2ccc(F)cc2)c(C)c1C	9	13	-4	-1.8	-5	9	-10	6	-2.0
COc1cc(NS(=O)(=O)c2ccc(NC(=O)CCC(=O)O)cc2)nc(OC)n1	-2	-1	-6	-0.6	3	-4	-1	-2	0.0
Cc1cccc(NC(=O)c2cc(S(=O)(=O)N(C)c3ccc(F)cc3)ccc2Cl)n1	-10	1	-3	-0.3	-3	35	-17	-1	-1.2
O=C(CNc1cccc2ccccc12)N/N=C/c1ccc(OC(=O)/C=C/c2ccco2)cc1	.	14	-4	.	-2	-18	.	8	.

(listing goes on)
SMILES	CHO parental Ca	TAAR1 agonist	CHRM1 agonist	V1R ag counter	M1 PAM	TAAR1 antag	OXTR potentiator	CHRM1 antagonist	OXTR agonist
CCc1nc2ccc(C(=O)NCCNC(C)=O)cn2c1N(CC)CCOC	.	0	-2	.	5	-4	.	-5	.
CCOC(=O)Cc1csc(NC(=O)Nc2ccccc2)n1	6	51*	5	10	0	13	-22	1	13
CC[N+](C)(CC)CCC[n+]1c(-c2ccccc2)c2cc(N)ccc2c2ccc(N)cc21	-3	.	.	1.7	.	.	1	.	1.1
CCC(=O)N1CCc2cc(S(=O)(=O)NCCN3CCC(C)CC3)ccc21	-10	7	-3	-0.2	9	-8	-8	-16	-1.0
